Screens from PubChem BioAssay.
UGM FP inh: M. tuberculosis UGM enzyme inhibitors, primary screen, biochemical, fluorescence polarization, single point; UDP-galactopyranose mutase (Mycobacterium tuberculosis (strain ATCC 25618 / H37Rv)), …; purified UGM, fluorescence polarization probe displacement; inhibition, % at 10 µM; actives 0.06% (n = 320,000); AID 504406, 2011; in the data active = inhibition above about 10%, passing the limit was not always enough; inconclusive = no clear call, values can overlap the other calls
Target sequence (P9WIQ1 whole entry, looked up): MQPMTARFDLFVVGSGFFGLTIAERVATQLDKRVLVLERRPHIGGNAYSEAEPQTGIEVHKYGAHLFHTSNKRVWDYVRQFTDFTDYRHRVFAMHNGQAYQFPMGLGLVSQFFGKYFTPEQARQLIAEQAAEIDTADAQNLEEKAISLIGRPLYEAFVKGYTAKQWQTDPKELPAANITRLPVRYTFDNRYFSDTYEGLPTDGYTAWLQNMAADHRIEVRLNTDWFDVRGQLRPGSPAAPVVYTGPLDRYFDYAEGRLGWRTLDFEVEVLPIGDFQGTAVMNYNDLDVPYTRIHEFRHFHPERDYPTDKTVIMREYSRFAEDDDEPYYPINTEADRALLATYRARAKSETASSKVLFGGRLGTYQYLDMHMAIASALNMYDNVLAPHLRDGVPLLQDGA
BioA inh: M. tuberculosis BioA enzyme inhibitors, primary screen, biochemical, plate reader, single point, HTS | 7,8-diaminopelargonic acid synthase BioA (Mycobacterium tuberculosis) | purified M. tuberculosis BioA enzyme | inhibition, % at 9.99 µM | actives 0.096% (n = 360,000) | AID 602481, 2012; in the data active = inhibition above about 40%; inconclusive = no clear call, values can overlap the other calls
BoNT-F LC inh: BoNT/F light chain protease inhibitors, primary screen, biochemical, flow cytometry, MLPCN library; Botulinum neurotoxin type F light chain protease (Clostridium botulinum); Multiplex microsphere protease cleavage assay; inhibition, % at 10 µM; actives 0.22% (n = 360,000); AID 588497, 2011; in the data active = inhibition above about 35%, passing the limit was not always enough; inconclusive = no clear call, values can overlap the other calls; note: plate controls were buffer without enzyme for full effect and enzyme alone for no effect
MazEF act: activators of E. coli MazEF toxin-antitoxin RNase, primary screen, biochemical, fluorescence, uHTS; Endoribonuclease toxin MazF (Escherichia coli (strain K12)), P0AE70; FAM/BHQ RNA-DNA oligo cleavage fluorescence, 5 h; activation, % at 20 µM; actives 0.32% (n = 350,000); in the data active = activation above about 50%
Target sequence (P0AE70 whole entry, looked up): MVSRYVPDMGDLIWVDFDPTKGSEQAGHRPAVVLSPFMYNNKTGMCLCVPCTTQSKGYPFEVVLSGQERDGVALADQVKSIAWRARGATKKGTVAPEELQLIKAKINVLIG
Mtb FBA inh: Mtb FBA enzyme inhibitors, primary screen, biochemical, fluorescence, strain H37Rv; Fructose-bisphosphate aldolase (Mycobacterium tuberculosis (strain ATCC 25618 / H37Rv)), …; purified M. tuberculosis FBA, fluorescence read-out; inhibition, % at 1 µM; actives 2.3% (n = 360,000); in the data active = inhibition above about 27%;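 note: 0% = vehicle and 100% = reference inhibitor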
CCHFV vOTU inh: CCHFV vOTU protease inhibitors, primary screen, biochemical, Pep-AMC substrate, fluorescence; Crimean-Congo hemorrhagic fever virus L polyprotein viral ovarian tumor (vOTU) protease …; inhibition, % at 11.5 µM; actives 0.55% (n = 370,000); note: 0% = vehicle wells with enzyme and 100% = no enzyme wells
Rv3671c inh: Rv3671c serine protease inhibitors, primary screen, biochemical, fluorescence polarization, M. tuberculosis H37Rv. P9WHR9. inhibition, % at 5.96 µM. actives 0.048% (n = 320,000). AID 2606, 2010; in the data active = inhibition above about 38%;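 note: extracellular domain of Rv3671c used as enzyme; 0% = enzyme with DMSO and 100% = no enzyme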
Target sequence (P9WHR9 whole entry, looked up, the tested form may be a part): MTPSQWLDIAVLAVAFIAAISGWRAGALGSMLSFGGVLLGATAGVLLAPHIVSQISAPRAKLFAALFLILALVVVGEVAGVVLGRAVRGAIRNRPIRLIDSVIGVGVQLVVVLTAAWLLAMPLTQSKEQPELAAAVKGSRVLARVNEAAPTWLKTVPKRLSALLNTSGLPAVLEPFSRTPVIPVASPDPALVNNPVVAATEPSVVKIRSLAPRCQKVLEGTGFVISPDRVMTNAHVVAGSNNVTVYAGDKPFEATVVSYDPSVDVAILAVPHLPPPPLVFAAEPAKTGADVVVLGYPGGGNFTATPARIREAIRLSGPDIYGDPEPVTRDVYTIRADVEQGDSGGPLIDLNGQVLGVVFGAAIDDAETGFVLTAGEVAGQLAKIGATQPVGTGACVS
FadD28 binding: inhibitors of FadD28 bisubstrate probe binding, primary screen, biochemical, fluorescence polarization, single point; actives 0.22% (n = 360,000); inhibition, % at 12.5 µM; Mycobacterium tuberculosis FadD28 fatty-acid-AMP ligase; in the data active = inhibition above about 8.5%, passing the limit was not always enough; inconclusive = no clear call, values can overlap the other calls
GDH-TPI counter: GDH-TPI coupling enzyme inhibitors, primary screen, artefact control for M. tuberculosis FBA inhibitor project, biochemical, absorbance, full deck; AID 588335, 2011; GDH-TPI coupled enzyme counterscreen, NADH absorbance; inhibition, % at 4.8 µM; actives 1.2% (n = 360,000);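 note: 0% = DMSO wells and 100% = wells lacking the enzyme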
VHR inh abs: VHR1 phosphatase inhibitors, primary screen, biochemical, absorbance, uHTS | Dual specificity protein phosphatase 3 (Homo sapiens), P51452 | recombinant VHR phosphatase, pNPP absorbance | inhibition, % at 13.3 µM | actives 0.52% (n = 290,000); in the data active = inhibition above about 50%; note: some compounds called inactive have numbers as strong as hits
Target sequence (P51452 whole entry, looked up): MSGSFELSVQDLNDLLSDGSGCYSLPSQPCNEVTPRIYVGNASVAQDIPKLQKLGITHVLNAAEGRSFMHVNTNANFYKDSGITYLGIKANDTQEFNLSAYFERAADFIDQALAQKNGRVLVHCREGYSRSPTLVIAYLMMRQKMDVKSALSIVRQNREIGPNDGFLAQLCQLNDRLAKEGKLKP
Numbers without * were called inactive; ? = inconclusive; . = not tested or not shown. Cut-off read from the data, not from the text of the source, unless noted: active = inhibition above about 30%; inactive = the rest.

SMILES	UGM FP inh	BioA inh	BoNT-F LC inh	MazEF act	Mtb FBA inh	CCHFV vOTU inh	Rv3671c inh	FadD28 binding	GDH-TPI counter	VHR inh abs
CCN(CC)CCCNC(=O)CN1N=C(c2ccc(OC)cc2)CCC1=O	-1.3	-3.2	5.6	1.2	8.8	1.3	-23.3	0.6	7.8	48.7
c1ccc(N(c2ccccc2)c2nc(N3CCCC3)nc(-n3ccnc3)n2)cc1	-1.6	0.6	-6.2	1.0	1.1	-8.8	-1.7	-3.6	-0.9	16.6
CCN(CC)S(=O)(=O)c1ccc(NC(=O)CN(c2cccc(F)c2)S(C)(=O)=O)cc1	-5.5	2.6	0.2	-4.6	-3.5	-4.9	-2.9	-4.3	5.8	-8.6
COc1cccc(NC(=O)NCCCN2CCN(c3ccc(F)cc3)CC2)c1	0.4	5.7	-8.4	8.8	2.0	2.0	-16.2	-1.6	7.5	32.1
CCOC(=O)c1cc(-c2sc(NC(=O)c3ccccc3)nc2C)n(CCO)n1	.	.	-0.1	0.2	-2.5	2.5	.	-5.0	-8.1	.
COc1ccc(/C(C)=N/OCC(=O)N2CC3(C)CC2CC(C)(C)C3)cc1 (stereo not drawn)	-2.6	0.2	9.5	1.2	0.7	-8.1	-0.8	-5.0	-5.8	-7.4
Cc1ccc(-c2[nH]c(=O)n3ccncc23)s1	-1.5	5.6	4.4	4.7	0.8	-7.2	12.5	-3.7	7.3	.
O=C(CSc1nnnn1-c1ccccc1)N1CCN(C(=O)c2ccco2)CC1	-1.2	-1.3	3.3	3.6	-2.4	-1.4	12.2	-0.9	-1.3	-0.8
O=C(c1cc2cc3ccc(Cl)cc3nc2o1)N1CCCCCC1	-1.6	-0.3	3.3	18.2	-0.1	.	2.9	-3.1	3.5	-2.2
Cc1ccc(NC(=O)c2nc(S(=O)(=O)Cc3ccccc3C)ncc2Cl)cc1C	1.5	-0.1	-2.8	7.8	1.4	24.6	-32.0	-3.2	2.6	-9.9
O=C(COc1cccnc1[N+](=O)[O-])NCc1ccc2c(c1)OCO2	-1.3	0.9	-3.2	4.2	-0.1	-0.8	12.8	-2.4	0.5	24.5
CCOc1ccccc1NC(=O)c1ccc(NC(=O)C2CCCO2)cc1 (stereo not drawn)	-0.4	-0.2	1.8	9.4	-0.4	7.7	-0.5	-1.2	-2.2	-4.2
CC(C)C[C@@H](NC(=O)C1CCC(CNC(=O)[C@@H]2CCCN2C(=O)OC(C)(C)C)CC1)C(=O)O (stereo partly drawn)	1.0	-1.8	-5.5	2.8	4.3	-3.9	.	-0.9	7.3	8.6
O=C(c1ccccc1)c1c(O)nc(-c2ccccc2)n(-c2ccccc2)c1=O	5.5	1.1	-2.6	-3.7	3.2	-11.2	-9.9	2.3	11.5	15.0
CC(C)(C)NC(=S)N1Cc2ccccc2-n2nncc2C1	.	0.7	-0.4	0.4	0.7	11.6	.	-0.8	-0.9	.
CC(C)(C)c1nnc(NC(=O)CCn2cnc3ccccc3c2=O)s1	1.4	.	0.7	-1.5	1.7	1.3	6.0	-0.8	-3.2	42.4
Cc1ccccc1CN1C(=O)C(O)(CC(=O)c2ccncc2)c2ccccc21 (stereo not drawn)	0.2	.	-3.5	-4.0	-7.6	-6.4	-8.4	-3.5	-0.3	25.6
COc1ccc(CCNc2oc(COc3ccc(F)cc3)nc2C#N)cc1	0.3	-1.9	-2.2	-12.8	-3.1	16.3	-1.6	-0.7	-1.2	1.8
CC1=CC(c2ccccc2)n2nc(NC(=O)CCC(=O)O)nc2N1 (stereo not drawn)	-4.1	-3.5	0.6	13.5	80.9*	-116.9	-4.3	0.4	27.5	-2.8
COc1ccc(Cc2nnc(NC(=O)CS(=O)(=O)Cc3ccccc3)s2)cc1	-1.9	1.4	4.3	-1.4	-0.9	15.7	-6.7	-4.4	-3.1	13.7
CN(CC(=O)Nc1cccc(F)c1)C(=O)c1cccc(S(=O)(=O)N2CCN(c3ccccc3)CC2)c1	0.0	-1.0	-6.8	3.2	1.6	1.2	-3.5	-0.4	-6.9	14.0
Cc1ccc(-c2n[nH]c(=S)n2/N=C/c2cc3c(cc2[N+](=O)[O-])OCO3)cc1	-2.8	-0.3	0.0	3.9	0.1	4.6	10.3	0.9	13.3	-14.4
CC(=O)Oc1ccccc1N1C(=O)c2ccc(C(=O)O)cc2C1=O	-3.3	-2.4	-7.8	-52.2	5.1	-5.0	4.0	1.7	-1.6	40.5
COC(=O)C1=CN(C(C)C)C=C(C(=O)OC)C1c1cc2c(cc1Br)OCO2	2.4	2.0	-2.7	2.4	17.7	-6.5	4.4	-2.4	5.3	11.9
N#C/C(=C\c1cccs1)C(=O)c1ccccc1Cl	-0.6	.	.	-2.9	.	-6.0	-6.5	.	.	17.9

Single records, from the list above. Screens in order: UGM FP inh	BioA inh	BoNT-F LC inh	MazEF act	Mtb FBA inh	CCHFV vOTU inh	Rv3671c inh	FadD28 binding	GDH-TPI counter	VHR inh abs
Record of CCOC(=O)c1cc(-c2sc(NC(=O)c3ccccc3)nc2C)n(CCO)n1 : .	.	-0.1	0.2	-2.5	2.5	.	-5.0	-8.1	.
Record of COc1ccc(Cc2nnc(NC(=O)CS(=O)(=O)Cc3ccccc3)s2)cc1 : -1.9	1.4	4.3	-1.4	-0.9	15.7	-6.7	-4.4	-3.1	13.7
Record of CCN(CC)CCCNC(=O)CN1N=C(c2ccc(OC)cc2)CCC1=O : -1.3	-3.2	5.6	1.2	8.8	1.3	-23.3	0.6	7.8	48.7
Record of COC(=O)C1=CN(C(C)C)C=C(C(=O)OC)C1c1cc2c(cc1Br)OCO2 : 2.4	2.0	-2.7	2.4	17.7	-6.5	4.4	-2.4	5.3	11.9

Carrying on:
SMILES	UGM FP inh	BioA inh	BoNT-F LC inh	MazEF act	Mtb FBA inh	CCHFV vOTU inh	Rv3671c inh	FadD28 binding	GDH-TPI counter	VHR inh abs
CCN(c1ccccc1)S(=O)(=O)c1ccc(C(=O)N(CCCN(C)C)c2nc3cc4c(cc3s2)OCO4)cc1	-1.9	-0.3	-4.7	-12.6	-0.9	3.6	-0.3	-3.0	5.5	-17.4
CC(C)Cc1ccc(/C=C/C(=O)N2CCCCC2)cc1	-0.3	.	0.1	4.1	5.8	-12.1	-5.3	0.2	-0.9	8.6
CCc1ccc(OCCCC(=O)Nc2ccc(S(=O)(=O)Nc3cc(C)nc(C)n3)cc2)cc1	4.3	0.0	11.2	-0.1	0.4	-0.5	-2.1	-0.2	-3.5	12.5
O=C(NN1C(=O)/C(=C/c2cccnc2)SC1=S)C(c1ccccc1)c1ccccc1	4.9	.	-2.0	-16.1	-2.5	-3.0	-9.0	-0.4	23.2	35.6
CC(=O)Nc1cc(NC(C)=O)c(N=Nc2ccccc2)cc1C	0.7	.	?	2.9	-2.7	1.9	3.7	-2.4	20.8	10.0
COc1ccc(N2CCN(C(=O)c3ccc(NC(=O)C4=CSCCO4)cc3)CC2)cc1	0.4	5.7	-0.2	4.8	-0.7	.	7.1	-0.5	2.4	-12.2
O=C(NC(=S)NC1CCCc2ccccc21)c1ccc(F)cc1 (stereo not drawn)	-1.2	-1.3	4.8	-4.4	1.1	7.0	-6.8	.	3.7	6.9
O=C1CCC/C1=c1\s/c(=C/c2cccnc2)c(=O)n1-c1ccccc1	.	.	0.7	5.6	-0.7	4.5	.	-1.0	11.4	.
CN(c1ccc(F)cc1)S(=O)(=O)c1ccc(Cl)c(C(=O)OCC(=O)NCc2ccco2)c1	-2.2	3.7	-3.7	-1.6	0.1	4.3	0.6	-0.6	-5.2	20.4
O=C(NCCc1cccc(F)c1)C1CCN(S(=O)(=O)c2ccccc2)CC1	0.6	-0.2	3.8	8.6	-1.0	4.1	-3.6	-2.3	4.1	-24.8
S=c1oc(-c2ccncc2)nn1CCc1ccncc1	-0.3	-1.7	2.2	4.8	-3.0	-6.8	3.4	-0.4	2.4	13.1
CCCc1cc(C(=O)Nc2cc(OC)ccc2OC)cs1	-3.0	-0.3	.	2.2	2.5	16.8	4.5	-1.0	9.8	23.6
Cc1ccc(N(CC(=O)NCc2ccc(F)cc2)S(=O)(=O)c2c(C)nn(C)c2C)cc1	0.2	-0.9	1.3	0.2	-0.2	20.0	-3.5	-1.1	3.5	29.0
CN(Cc1nc(-c2ccccc2)no1)C(=O)c1ccco1	-0.2	1.2	8.2	10.7	-1.4	8.6	-3.6	-3.1	-5.9	-19.2
Cc1cc(C(=O)OCC(=O)NC(C)C)c2ccccc2n1	0.0	0.0	-4.8	6.4	6.6	-10.8	-17.3	-1.1	22.5	0.8
O=C(COC(=O)COc1ccc(Cl)cc1Cl)NC1CCCCCC1	0.0	-1.1	-10.7	-1.9	1.0	10.5	-0.8	.	3.5	.
COc1ccc(-c2nc3ccc(C)cn3c2Cc2ccsc2)cc1OC	.	21.0	1.2	.	52.4*	-1.4	.	-9.9	.	.
C/C(Cl)=C\CNC(C)c1ccccc1 (stereo not drawn)	4.5	-1.0	7.1	0.0	-0.2	1.2	7.2	0.9	3.0	35.7
Oc1ccc(CN2CCCCC2)c2cccnc12	-2.3	-0.5	-24.4	1.6	-3.9	-20.5	3.2	-2.3	-3.3	4.4
CCNC(=O)NC(C(=O)OC)C12CC3CC(CC(C3)C1)C2 (stereo not drawn)	-2.8	-0.7	-3.3	2.9	-1.1	10.2	-7.6	-1.2	1.5	-8.3
CN(C(=O)CSCC(=O)Nc1ccc(Cl)cc1)C1CCCCC1	-2.1	1.4	0.5	-2.9	1.2	-4.8	3.0	-1.9	5.6	.
COc1ccc2cc(C3(C)NC(=O)N(CC(=O)NCC(F)(F)F)C3=O)ccc2c1 (stereo not drawn)	-2.1	1.1	-2.0	-1.8	1.8	-13.3	-0.1	.	-0.7	.
CNC(=S)NNC(=O)c1ccccc1Cl	-1.1	1.1	0.0	-1.6	1.0	9.1	0.3	-0.4	-0.7	26.9
COc1ccc(C2NC(=S)NC(C)=C2C(=O)N2CCOCC2)cc1 (stereo not drawn)	-1.0	.	-0.1	5.1	-0.3	-9.0	11.4	0.8	0.3	37.4
CN1C(C(=O)Nc2ccc(C(=O)O)cc2)=C(O)c2ccccc2S1(=O)=O	3.8	0.5	.	-4.4	-2.8	1.4	-0.9	-3.0	5.1	.
The listing continues:
SMILES	UGM FP inh	BioA inh	BoNT-F LC inh	MazEF act	Mtb FBA inh	CCHFV vOTU inh	Rv3671c inh	FadD28 binding	GDH-TPI counter	VHR inh abs
CC(=O)N(C)[C@H]1C[C@@H](c2ccccc2)N(C(C)=O)C[C@H]1CO	.	-1.5	-3.6	.	1.6	3.5	.	-1.2	.	.
O=C(COC(=O)/C=C/c1ccc(Cl)c(Cl)c1)NC1CCCC1	-0.9	-3.1	2.6	-0.2	0.1	8.1	-4.8	-3.7	5.4	.
COCCCNC(=O)CCCn1c(=O)c2ccccc2n(CC(=O)Nc2c(C)cc(C)cc2C)c1=O	-0.3	.	5.1	0.3	-0.5	-16.2	-6.8	-1.5	-13.3	48.6
CCc1nnc(NC(=O)CC(C)c2ccccc2)s1 (stereo not drawn)	-4.7	-0.8	0.2	15.5	2.5	0.1	2.9	-2.8	2.6	-2.3
Cc1ccc(C(=O)OCC(=O)Nc2ccccc2Sc2ccccc2)cc1C	.	-1.2	-4.2	-6.6	-2.7	-1.1	-19.9	0.4	4.9	-2.9
COc1ccc([N+](=O)[O-])cc1NC(=O)C(C)OC(=O)c1cccnc1Cl (stereo not drawn)	-0.9	.	-5.5	7.1	-4.7	9.5	1.1	-2.4	6.1	-6.0
